CHT inh: inhibitors of human choline transporter CHT | High affinity choline transporter 1 (Homo sapiens), Q9GZV3 | CHT-expressing cells, membrane potential dye, choline response; stronger effect = lower value | B-score at 10 µM | actives 0.86% (n = 310,000) | AID 488975, 2010;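 active = B-score over 3 SD under the library average, and starting fluorescence ratio not unusually high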;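 also: choline stimulus applied at its EC90 after an EC20 pre-addition; B-score computed on integrated fluorescence ratio after choline addition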
Target sequence (Q9GZV3 whole entry, looked up): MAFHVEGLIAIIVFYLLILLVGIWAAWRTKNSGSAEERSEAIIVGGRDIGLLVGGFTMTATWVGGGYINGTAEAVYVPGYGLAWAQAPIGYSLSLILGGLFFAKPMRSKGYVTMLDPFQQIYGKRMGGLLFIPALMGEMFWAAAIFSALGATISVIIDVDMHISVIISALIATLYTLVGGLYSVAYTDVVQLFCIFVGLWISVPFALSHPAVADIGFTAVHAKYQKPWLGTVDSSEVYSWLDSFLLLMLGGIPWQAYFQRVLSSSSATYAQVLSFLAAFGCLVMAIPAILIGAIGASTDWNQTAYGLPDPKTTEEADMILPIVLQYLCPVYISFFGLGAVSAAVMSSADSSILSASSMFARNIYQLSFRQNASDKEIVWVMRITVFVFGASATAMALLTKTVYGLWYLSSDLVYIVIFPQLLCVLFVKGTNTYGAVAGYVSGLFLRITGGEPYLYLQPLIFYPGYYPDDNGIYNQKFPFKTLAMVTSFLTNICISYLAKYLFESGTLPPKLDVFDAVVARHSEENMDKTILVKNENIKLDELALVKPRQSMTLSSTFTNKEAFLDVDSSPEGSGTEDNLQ
KCNQ2 block: KCNQ2 potassium channel inhibitors, primary screen, cell-based, CHO-K1, FluxOR thallium flux, B-score (AID 2156); Potassium voltage-gated channel subfamily KQT member 2 (Rattus norvegicus), O88943; 20 min; stronger effect = lower value; B-score at 10 µM; actives 1.1% (n = 310,000);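 active = fluorescence ratio B-score at most minus 3 library SDs, with starting brightness B-score within 2 library SDs, cut at about -5.5 in these data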
Numbers without * were called inactive; i = inactive; / = not tested or not shown.

SMILES	CHT inh	KCNQ2 block
C=CCOc1ccc(C(c2c(C(=O)O)[nH]c3ccccc23)c2c(C(=O)O)[nH]c3ccccc23)cc1	i	i
COc1ccccc1C(=O)NNC(=O)c1ccc(Br)o1	i	i
COc1ccccc1C(=O)Nc1nnc(-c2ccc(Cl)cc2)o1	i	i
Cc1ccc(NC(=O)CNC(=O)c2ccco2)nc1	i	i
O=C(CO/N=C/c1ccccc1)Nc1c(F)c(F)c(F)c(F)c1F	i	i
CCCCNC(=O)/C(C#N)=C/c1ccc(F)cc1F	i	i
COc1ccccc1-c1c(C)nn2c(N3CCCCCC3)cc(C)nc12	i	i
COc1cccc(C2C(C#N)=C(N)SC(c3ccccc3)C2[N+](=O)[O-])c1 (configuration not stated)	i	i
O=C(CNS(=O)(=O)c1ccc(Cl)cc1)OCC(=O)N1CCCc2ccccc21	i	i
CCOc1ccc(-n2c(COc3ccccc3)nnc2SCC(N)=O)cc1	i	i
CCOCC(=O)Nc1c(C(=O)Nc2ccccc2OC)oc2ccccc12	i	i
N/C(=N\OC(=O)c1ccc(F)cc1)c1ccccc1	i	i
CCOC(=O)c1ccc(-n2c(N)c(C(=O)NCC3CCCO3)sc2=S)cc1 (configuration not stated)	i	i
CCn1cc(C(=O)NCC(C)C)c(=O)c2cc(F)c(N3CCN(C)CC3)cc21	i	i
CCOc1ccc(N=C/C=C/c2ccccc2)c(O)c1	i	i
O=C(O)C1CCN(C(=O)COc2ccc(Br)cc2)CC1	i	i
O=C(COc1ccc(-c2nnco2)cc1)NCc1ccccc1Cl	i	i
O=C(NCC1CCCO1)C(c1ccc(F)cc1)N(Cc1ccc(F)cc1)C(=O)Cn1nnc(-c2cccs2)n1 (configuration not stated)	i	i
O=C(N/C(=C/c1cccnc1)C(=O)N1CCCCCC1)c1cccc(Br)c1	i	i
CNCC[C@@H](Oc1ccc(C(F)(F)F)cc1)c1ccccc1	i	/
CO/N=C(\CS(=O)(=O)Cc1ccc(OC)cc1)c1ccc(Cl)cc1	i	i
O=C1CCCN1CCCNC(=S)Nc1cccc2ccccc12	i	i
c1ccc2c(-c3nn[nH]n3)cccc2c1	i	i
COCCCNC(=S)NNC(=O)c1cc(-c2cccnc2)nc2ccccc12	i	i
CCC(C)c1c(O)nc(SCC(=O)N2CCCCCC2)[nH]c1=O (configuration not stated)	i	i
COc1cccc(C(=O)NC(=O)Nc2nc(C)cc(C(F)(F)F)n2)c1	i	i
Cc1cc(O)cc2c(=O)c3ccccc3sc12	i	i
O=C(/C=C/c1ccc2c(c1)OCO2)c1ccccn1	i	i
CCCCN(CCCC)C(=S)NC(=O)C(C)(C)C	i	i
COC(=O)N/N=C/c1cn(Cc2ccc(F)cc2)c2ccccc12	i	i
COc1cccc(NC(=O)Cc2nnc(SCC(=O)NC3=NCCS3)n2C)c1	i	i
NC(=O)NC(=O)CSc1nc(C2CCCCC2)n(-c2ccccc2)n1	i	i
O=c1[nH]c2ccccc2nc1/C=C(\O)c1cccs1	i	i
CC(C)c1ccc(N(C(=O)c2cc3ccccc3oc2=O)C2C=CS(=O)(=O)C2)cc1 (configuration not stated)	i	i
CC(Oc1cccc2cccnc12)C(=O)N/N=C/c1ccc2c(c1)OCO2 (configuration not stated)	i	i
CC(C)(C)NC(=O)Nc1ccc(F)c(Cl)c1	i	i
O=C(Nc1ccncc1)c1ccccc1-c1ccccc1	i	i
COc1ccc(OCc2cc(C(=O)NC(C)Cn3cncn3)no2)c(Cl)c1 (configuration not stated)	i	i
S=C(Nc1ccc(Cl)cc1)N(CCCN1CCOCC1)Cc1ccco1	i	i
COc1ccc(-c2nnc(NC(=O)Cc3ccccc3)s2)c(OC)c1	i	i
Cc1ccc(S(=O)(=O)Nc2c(Cl)c(Cl)c(O)c3ccccc23)cc1	i	i
Cc1cc(OCC(=O)N2CCOCC2)ccc1NC(=O)c1ccccc1C	i	i
O=C(NC1(C(F)(F)F)NC(=O)N(Cc2cccnc2)C1=O)c1ccccc1Cl (configuration not stated)	i	i
CCOc1ccc(C2C(C(C)=O)=C(O)C(=O)N2CCc2c[nH]c3ccccc23)cc1 (configuration not stated)	i	i
CC(=O)Nc1cccc(C(=O)OC(C(=O)c2ccc(C)cc2)c2ccccc2)c1 (configuration not stated)	i	i
CCCCNC(=S)NCC(c1ccccc1)c1c[nH]c2ccccc12 (configuration not stated)	i	i
O=C(NCc1ccccn1)C1CCN(S(=O)(=O)c2ccc(Br)cc2)CC1	i	i
CC/C(=N\n1nnnc1Nc1ccccc1)c1ccccc1	i	i

Arranged by molar mass (highest first): some entries from above
SMILES	CHT inh	KCNQ2 block
O=C(NCc1ccccn1)C1CCN(S(=O)(=O)c2ccc(Br)cc2)CC1	i	i
O=C(NC1(C(F)(F)F)NC(=O)N(Cc2cccnc2)C1=O)c1ccccc1Cl (configuration not stated)	i	i
CCOc1ccc(C2C(C(C)=O)=C(O)C(=O)N2CCc2c[nH]c3ccccc23)cc1 (configuration not stated)	i	i
S=C(Nc1ccc(Cl)cc1)N(CCCN1CCOCC1)Cc1ccco1	i	i
CC(=O)Nc1cccc(C(=O)OC(C(=O)c2ccc(C)cc2)c2ccccc2)c1 (configuration not stated)	i	i
Cc1ccc(S(=O)(=O)Nc2c(Cl)c(Cl)c(O)c3ccccc23)cc1	i	i
Cc1cc(OCC(=O)N2CCOCC2)ccc1NC(=O)c1ccccc1C	i	i
CC(Oc1cccc2cccnc12)C(=O)N/N=C/c1ccc2c(c1)OCO2 (configuration not stated)	i	i
NC(=O)NC(=O)CSc1nc(C2CCCCC2)n(-c2ccccc2)n1	i	i
COc1ccc(-c2nnc(NC(=O)Cc3ccccc3)s2)c(OC)c1	i	i
CCCCNC(=S)NCC(c1ccccc1)c1c[nH]c2ccccc12 (configuration not stated)	i	i
COC(=O)N/N=C/c1cn(Cc2ccc(F)cc2)c2ccccc12	i	i
CC/C(=N\n1nnnc1Nc1ccccc1)c1ccccc1	i	i
O=C(Nc1ccncc1)c1ccccc1-c1ccccc1	i	i
O=c1[nH]c2ccccc2nc1/C=C(\O)c1cccs1	i	i
CC(C)(C)NC(=O)Nc1ccc(F)c(Cl)c1	i	i

Further records
SMILES	CHT inh	KCNQ2 block
COc1ccc(-c2nnn(CC(=O)N(c3cccc(O)c3)C(C)C(=O)NC3CCCC3)n2)cc1OC (configuration not stated)	i	i
O=C(CC(=O)c1c(F)cccc1Cl)c1ccccc1O	-5.6*	i
Cc1ccccc1C(=O)O/N=C(\N)c1ccc([N+](=O)[O-])cc1	i	i
O=C1Nc2cc(Br)ccc2C1(O)c1ccccc1O (configuration not stated)	i	i
O=C(C(Cc1ccccc1)n1cccc1)N1CCN(Cc2ccccc2)CC1 (configuration not stated)	i	i
O=C(Nc1ncccc1O)c1ccc(Cl)c(S(=O)(=O)N2CCCCCC2)c1	i	i
Cc1ccc(/C=N\n2c(-c3ccccc3)n[nH]c2=S)s1	i	i
CCCCNC(=O)c1onc(CSc2ccccc2CC)c1C(=O)O	i	i
CCOC(=O)C1CCCN(c2ccc(NC(=O)c3snc4c(=O)[nH]c(C)nc34)cc2)C1 (configuration not stated)	i	i
COc1ccc(C(=O)Nc2ccnn2C2CCN(C(=O)CCC(F)(F)F)CC2)cc1	i	i
CCCOc1ccc(N2C(=O)C3C4C=CC(CC4)C3C2=O)cc1 (configuration not stated)	i	i
CSc1ccccc1NC(=O)c1cnc2scc(C)n2c1=O	i	i
CC(Oc1ccc2c3c(c(=O)oc2c1)CCCC3)C(=O)NCC1CCC(C(=O)O)CC1 (configuration not stated)	i	i
COCCNC(=O)c1ccc(N2CC3CC(C2)c2cccc(=O)n2C3)c(NC(=O)c2cc(OC)cc(OC)c2)c1 (configuration not stated)	i	i
CCOP1(=O)OCC2OC(n3cnc4c(N)ncnc43)C(O)C2O1 (configuration not stated)	i	i
CCCCCCSc1ccc([C@@H]2[C@@H]3C(=O)N(C)C(=O)[C@@H]3[C@]3(C(=O)OC)CCCCN23)cc1OC	i	i
COc1cccc(N=CC=C2OC(C)(C)C(C)(C)O2)c1	i	i
C[N+]12CCCCC1C(COC(=O)c1ccc3c(c1)OCO3)CCC2 (configuration not stated)	i	i
O=C(O)C1CSC2(CCN(Cc3ccccc3)CC2)N1 (configuration not stated)	/	i
CCOc1nc(-c2ccncc2)nc2ccccc12	i	i
COc1ccc(/C=C/C(=O)NC(=S)NN2CCCCC2c2cccnc2)cc1OC (configuration not stated)	i	i
O=c1c2ccsc2ncn1Cc1cccc(C(F)(F)F)c1	i	i
O=C(CC1C(=O)NCCN1C/C=C/c1ccccc1)NCCc1cccnc1 (configuration not stated)	i	i
COc1cc(C2/C(=C(\O)c3ccc4c(c3)CC(C)O4)C(=O)C(=O)N2CCN2CCOCC2)cc(OC)c1OC (configuration not stated)	i	i
Cc1ccc(N=C2NC(=O)/C(=C/C=C/c3ccco3)S2)cc1	i	i
O=C(Nc1ccc2c(c1)OCO2)c1ccc(N2CCCC2)c([N+](=O)[O-])c1	i	i
O=C1c2ccccc2C(=O)c2c1cccc2-n1nnc2ccccc21	i	i
CC(=O)c1cccc(CN2CCN(CC(C)C)C(CCO)C2)c1 (configuration not stated)	i	i
CC/C(C)=N/Nc1nc2sc3c(c2c(=O)[nH]1)CC(C)(C)OC3	i	i
CC(=O)c1ccc(N2CCN(CC(=O)Nc3ccc(N4CCOCC4)cc3)CC2)cc1	i	i
O=c1cc(CO)oc(CN2CCCC2)c1O	i	i
CC(=O)N1N=C(c2ccccc2O)CC1c1cccs1 (configuration not stated)	i	i
CCCN1CCN(C(=O)c2ccc3nc(CC)c(CC)nc3c2)CC1	i	i
O=C(/C=C/c1ccccc1)NCCSc1ccc(Cl)cc1	i	i
CCCCC(=O)NCCc1ccc(S(N)(=O)=O)cc1	i	i
CC(c1ccccc1F)n1cc(C(=O)NCCCc2nc3ccccc3[nH]2)nn1 (configuration not stated)	i	i
O=C(CC1Sc2ccccc2NC1=O)NCc1cccc(Cl)c1 (configuration not stated)	i	i
CCOc1ccc(NC(=O)NC2(C(=O)NCc3ccco3)CCCCC2)cc1	i	i
COc1ccc(NC(=O)/C(C#N)=C/c2cccnc2)c(OC)c1	i	i
Cc1ccc(/C=C2/CCc3c([nH]c4ccccc34)C2=O)cc1	i	i
COc1cc2c(cc1OC)CN(Cc1cc(OC)c(O)c(OC)c1)CC2	i	i
CC(C)NC[C@H](O)COc1ccc(CC(N)=O)cc1	i	/
O=C(NCc1ccco1)C1CCN(S(=O)(=O)c2ccc(-n3cnnn3)cc2)CC1	i	i
CC(C)CCn1c(Sc2nc3ccccc3s2)nc2c1c(=O)[nH]c(=O)n2C	i	i
Cc1ccc2ccccc2c1COC(=O)c1nonc1N	i	i
CCc1ccc(C(=O)NC(CCSC)C(=O)O)cc1 (configuration not stated)	i	i
FC(F)(F)c1nc2nncn2c2c1CCCCC2	i	i
COC(=O)c1ccc(C(=O)OC)c(NC(=S)N2CCN(c3ccccc3)CC2)c1	i	i
Cc1cc(C(=O)CSc2nc3ccccc3o2)c(C)n1C1CC1	i	i
O=C(O)CC1NCCc2ccccc21 (configuration not stated)	i	i
COc1ccc(C(=O)N/N=C/c2ccc(OC)c(COc3ccc(F)cc3F)c2)cc1	i	i
CC(C)(C)NC(=S)NCc1cccnc1	i	i
Cc1cc(C)nc(SCc2nnc(SCC(=O)Nc3ccc(Cl)c(C(F)(F)F)c3)o2)n1	i	i
O=C(Nc1ccc2cn[nH]c2c1)c1ccc(Cl)c(S(=O)(=O)N2CCOCC2)c1	i	i
Cc1ccc2c(c1)N(C(=O)CCC(=O)NCc1cccnc1)CCO2	i	i
O=C(c1ccco1)N1CCN(S(=O)(=O)c2cccc([N+](=O)[O-])c2)CC1	i	i
Cc1ccc(S(=O)(=O)N(CC(=O)N2CCCC2)C2CCCCC2)cc1	i	i
CCOc1ccc(NC(=O)c2c(N)n(C)c(=O)[nH]c2=O)cc1	i	i
Cc1ccc(C)n1CCN1CCN(CC(=O)Nc2ccc(S(N)(=O)=O)cc2)CC1	i	i
N#Cc1ccc(OCC(=O)NC2=NCCS2)cc1	i	i
More results
SMILES	CHT inh	KCNQ2 block
Cc1ccccc1NC(=O)NCC1CCN(c2ccc(S(=O)(=O)N3CCOCC3)cc2)CC1	i	i
Cc1cc(F)ccc1S(=O)(=O)N1CCCOC1CNC(=O)C(=O)NC1CC1 (configuration not stated)	i	i
Cc1csc(Nc2ccccc2C(F)(F)F)n1	i	i
c1ccc(C(c2ccccc2)N2CCN(C(c3ccccn3)c3nnnn3C3CCCC3)CC2)cc1 (configuration not stated)	i	i
Cc1ccccc1N(CC(=O)NCCSc1ccccn1)S(=O)(=O)c1ccccc1	i	i
CCCCNC(=O)CSc1nc2c(sc(=S)n2-c2cc(Cl)ccc2OC)c(=O)[nH]1	i	i
O=C(COC(=O)C1(c2ccc(F)cc2)CCCC1)N1CCN(C(=O)c2ccco2)CC1	i	i
O=C(c1cc([N+](=O)[O-])ccc1N1CCCC1)N1CCCCC1	i	i
O=S(=O)(Nc1ccc(N2CCCCC2)cc1)c1ccccc1F	i	i
COc1ccccc1NC(=O)Nc1nnc(CC(=O)Nc2ccccc2)s1	i	i
CCOCCCn1cnc2c3cc(F)ccc3n(C)c2c1=O	i	i
Cc1ccc(CCNC(=O)CCS(=O)(=O)Cc2ccc(C)cc2)cc1	i	i
COC(=O)c1ccccc1NCC(=O)c1ccc(OC)cc1	i	i
CS(=O)(=O)c1ccc(C(=O)NC2CCCc3ccccc32)cc1 (configuration not stated)	i	i
CCn1nc(C)c(CN2CCCC(CNS(=O)(=O)c3ccc(OC)cc3)C2)c1C (configuration not stated)	i	i
COC(=O)c1ccc(-c2ccc(C(=O)N3CCCN(C)CC3)cc2)cc1	/	i
COC(=O)c1c(Oc2nc(OC)cc(OC)n2)cccc1Oc1nc(OC)cc(OC)n1	i	i
COc1ccc(C2Nc3ccccc3C(=O)N2Cc2ccccc2)cc1CN1CCOCC1 (configuration not stated)	i	i
CCOC(=O)c1ccc(NS(=O)(=O)c2cnc[nH]2)cc1	i	i

Record cards, from the list above. Screens in order: CHT inh	KCNQ2 block
Record of `CCOC(=O)c1ccc(NS(=O)(=O)c2cnc[nH]2)cc1` → i	i
Record of `COC(=O)c1ccccc1NCC(=O)c1ccc(OC)cc1` → i	i
